# Fam108B counter – counter-screen for RBBP9 inhibitors: inhibitors of mouse Fam108B. recombinant Fam108B, FP-Rh probe fluorescence polarization. inhibition, % at 9.51 µM. hit rate 0.33% among 300,000;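 active means inhibition above the screen mean inhibition plus 3 SD, computed separately per campaign, cut at about 18% in these data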;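 further: inhibitors lower polarization as less probe binds the enzyme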
# MEX-5 binding – C. elegans MEX-5 TCR-2 RNA binding activity; activity score (negative = inhibition of binding), % at 10 µM; MEX-5/FITC-TCR2 RNA binding, fluorescence polarization; active compounds read low; AID 1832; hit rate 0.38% among 300,000;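 active means inhibition past about -25% in most replicates, and total fluorescence under double the plate's negative control median, limit read from the data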;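 further: 0% = DMSO and -100% = 5 µM competing unlabeled TCR2 RNA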
# GLD-1 TGE inh – GLD-1-TGE RNA interaction inhibition (C. elegans); inhibition, % at 5.96 µM; hit rate 0.44% among 320,000; purified GLD-1 + fluorescein TGE RNA, fluorescence polarization; Q17339;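 active means percent inhibition above a per-plate cutoff, the plate mean of test compounds plus 3 SD, cut at about 30% in these data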;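 further: 0% = DMSO wells with GLD-1 and probe and 100% = wells lacking GLD-1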
# BCLXL inh – inhibitors of human Bcl-xL; Q07817; GST-Bcl-xL / FITC-Bim BH3 peptide fluorescence polarization; inhibition, % at 10.9 µM; hit rate 0.7% among 320,000; AID 2129;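 active means inhibition above the mean of all tested compounds plus 3 SD, cutoff set per campaign, cut at about 30% in these data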;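 further: 0% = DMSO wells and 100% = unlabeled Bim-BH3 peptide competitor; inhibitors lower millipolarization by displacing the labeled peptide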
# MCL1 BIM primary – disrupts human MCL1 binding to BIM-BH3 peptide; inhibition, % at 10.9 µM; GST-MCL1 / FITC-Bim-BH3 fluorescence polarization; Q07820; hit rate 0.68% among 320,000;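 active means inhibition above the mean inhibition of all tested compounds plus 3 SD, set per campaign, cut at about 40% in these data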;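 further: 0% = DMSO wells and 100% = unlabeled Bim-BH3 peptide control; higher means more loss of mP so more displacement of Bim peptide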
# Target sequence (Q07820 whole entry, looked up): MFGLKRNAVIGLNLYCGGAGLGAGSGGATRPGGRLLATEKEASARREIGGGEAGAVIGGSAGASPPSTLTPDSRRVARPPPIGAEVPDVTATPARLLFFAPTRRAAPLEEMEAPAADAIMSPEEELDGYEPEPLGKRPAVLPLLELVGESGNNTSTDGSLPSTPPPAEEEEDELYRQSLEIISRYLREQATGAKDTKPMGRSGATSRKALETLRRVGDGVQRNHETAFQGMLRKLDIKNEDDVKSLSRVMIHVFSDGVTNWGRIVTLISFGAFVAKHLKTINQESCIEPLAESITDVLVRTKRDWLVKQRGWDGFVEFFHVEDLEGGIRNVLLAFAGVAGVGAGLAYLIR
# AHR act – human AHR activation; AHR-responsive luciferase reporter cells, luminescence; activation, % at 5 µM; P35869; hit rate 2.5% among 320,000; in the data active means activation above about 47%;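 further: 0% = vehicle wells and 100% = reference agonist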
# pPAFAH inh – inhibitors of human plasma PAF acetylhydrolase (pPAFAH); Q13093; recombinant pPAFAH, FP-rhodamine probe fluorescence polarization; inhibition, % at 3.39 µM; hit rate 1.5% among 330,000; AID 463082;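 active means inhibition above the mean inhibition across the screen plus 3 SD, cut at about 25% in these data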;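 further: inhibitors block binding of the rhodamine activity-based probe so polarization drops; 0% = enzyme with DMSO and 100% = wells lacking pPAFAH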
# Target sequence (Q13093 whole entry, looked up): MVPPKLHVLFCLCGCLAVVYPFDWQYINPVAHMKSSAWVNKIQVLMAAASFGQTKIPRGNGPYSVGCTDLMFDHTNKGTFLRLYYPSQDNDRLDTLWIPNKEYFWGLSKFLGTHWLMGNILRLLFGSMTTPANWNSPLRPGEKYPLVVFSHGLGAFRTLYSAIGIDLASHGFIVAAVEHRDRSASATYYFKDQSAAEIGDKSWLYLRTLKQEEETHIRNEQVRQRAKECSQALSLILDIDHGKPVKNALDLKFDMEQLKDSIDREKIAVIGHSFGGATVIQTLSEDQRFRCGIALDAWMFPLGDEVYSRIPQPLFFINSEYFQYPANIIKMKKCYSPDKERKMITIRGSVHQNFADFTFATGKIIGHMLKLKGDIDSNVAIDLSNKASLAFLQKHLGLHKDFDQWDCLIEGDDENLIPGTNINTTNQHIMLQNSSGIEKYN
# PME-1 inh – blocks human protein phosphatase methylesterase 1; Q9Y570; recombinant PME-1, FP-Rh probe fluorescence polarization; inhibition, % at 5.9 µM; hit rate 0.53% among 320,000; AID 2130;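 active means inhibition above the campaign mean of all compounds plus 3 SD, cut at about 26% in these data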;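 further: competitive labeling of PME-1 active site by serine hydrolase directed probe; 0% = PME-1 with DMSO and 100% = wells lacking PME-1 enzyme; inhibitors block probe labeling so polarization falls and inhibition rises; many of its hits are not listed in these tables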
# PAFAH1B2 inh – blocks human PAF acetylhydrolase 1b catalytic subunit 2; inhibition, % at 3.39 µM; recombinant PAFAH1B2, FP-rhodamine activity probe, fluorescence polarization; hit rate 1.2% among 340,000;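 active means inhibition above the mean of all tested compounds plus 3 SD, cut at about 24% in these data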;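 further: 0% = enzyme with DMSO and 100% = wells lacking PAFAH1B2; many of its hits are not listed in these tables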
# Target sequence (P68402 whole entry, looked up): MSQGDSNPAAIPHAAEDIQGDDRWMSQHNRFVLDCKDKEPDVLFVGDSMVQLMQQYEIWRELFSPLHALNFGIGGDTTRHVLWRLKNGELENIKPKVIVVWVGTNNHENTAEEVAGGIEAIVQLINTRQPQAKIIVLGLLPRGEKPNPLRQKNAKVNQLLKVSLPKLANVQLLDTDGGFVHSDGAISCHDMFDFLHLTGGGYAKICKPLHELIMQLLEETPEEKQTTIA
# * = called active by the depositor; / = not tested or not shown. Some of the compounds tested; count on the stated rates, not on these rows.
compound	PAFAH1B2 inh	MCL1 BIM primary	pPAFAH inh	MEX-5 binding	Fam108B counter	PME-1 inh	BCLXL inh	AHR act	GLD-1 TGE inh
Cc1nc2sc(C(c3ccco3)N3CCc4ccccc4C3)c(O)n2n1 (configuration not stated)	-2	13	8	0.1	6	-6	13	51*	-4
Cc1ccc2c(c1)c1cccc3c1n2CCN3CCC(N)=O	1	1	20	-6.4	7	8	6	44	0
Cc1c(NC(=O)CN2CCN(c3ccc(F)cc3)CC2)c(=O)n(-c2ccccc2)n1C	-1	3	2	-0.8	1	1	3	-1	-2
O=C(Cn1c(-c2ccccn2)nc2ccccc21)NCCN1CCOCC1	-1	0	1	-2.5	-5	1	1	-1	1
CC(C)(C)c1ccc(C(=O)Nc2ccc(CC(=O)O)cc2)o1	-2	7	2	-1.0	-1	2	2	-14	2
CN(C)CC(C)(C)CNC(=O)CC1C(=O)NCCN1Cc1ccc(-c2ccccc2)cc1 (configuration not stated)	1	4	1	-0.7	4	1	7	4	7
CN(C)S(=O)(=O)c1cccc(NC(=O)C2CCN(S(=O)(=O)c3cccs3)CC2)c1	-1	/	-1	/	/	/	/	-1	3
COc1ccccc1CN1CC(C(=O)NCc2cc(C(C)C)no2)CCC1=O (configuration not stated)	1	-1	0	0.5	0	7	1	-1	0
COc1ccc(CCNC(=S)NC2CCN(Cc3ccccc3)CC2)cc1OC	7	5	1	2.3	0	2	1	0	-2
O=C(OCC(=O)N1CCCC1)c1cccc(Br)c1	-1	4	1	2.2	-2	0	4	2	-1
O=C(CNS(=O)(=O)c1ccc(Cl)c(C(F)(F)F)c1)NC1CCCCCC1	4	-5	5	/	/	-2	1	0	5
Cc1cccc(NC(=O)Nc2cnccn2)c1C	4	-3	8	1.8	-3	2	1	23	5
O=c1cc(O)c2sc(Nc3cccc(C(F)(F)F)c3)nc2[nH]1	-2	-7	4	-2.5	-1	3	-2	-1	4
O=C(O)c1cccc(CN2C(=O)S/C(=C/c3ccccc3[N+](=O)[O-])C2=O)c1	7	0	6	-0.5	0	-1	3	1	-5
O=C1/C(=C/c2ccccc2O)SC(=S)N1Cc1cccnc1	5	13	3	-0.1	-5	-4	10	-2	-1
CCOC(=O)c1[nH]c(C)c(C(=O)OCCOc2cccc(C)c2)c1C	2	6	-3	/	3	-6	7	16	0
Cc1ccc(S(=O)(=O)NC(=O)Nc2ncc3c(n2)CC(c2ccco2)CC3=O)cc1 (configuration not stated)	5	9	7	-1.2	1	6	7	-2	7
COc1ccc(NS(=O)(=O)c2cc(NC(=O)c3ccccc3)ccc2N2CCOCC2)cc1	-1	/	1	/	/	/	/	8	4
COc1ccc(CN2CCN(C3CCC3)CC2CCO)cc1C (configuration not stated)	0	1	10	0.5	-5	-3	2	-2	2
COc1ccc(-n2nnc3c(SCc4ccccc4)ncnc32)cc1	1	11	3	-0.9	-8	-4	8	0	-8
CCOc1ccc(-c2c(C(=O)N/N=C(\C)c3ccncc3)nnn2-c2nonc2N)cc1	5	0	-2	1.5	-2	-3	7	15	-45
NC1=NC(c2ccc(Cl)cc2)n2c(nc3ccccc32)N1 (configuration not stated)	3	-4	-1	6.5	-5	-29	-1	11	-18
CCC(NS(=O)(=O)c1ccc(OC)cc1)C(=O)O (configuration not stated)	6	-1	3	1.4	-5	1	-1	0	6
Cc1ccc(NS(=O)(=O)c2cc([N+](=O)[O-])ccc2NNC(=S)Nc2cccc(Cl)c2)c(C)c1	41*	4	22	0.3	30*	25	6	2	2
Cc1ccc(OCc2cc(C(=O)N3CCC(C(O)C(C)C)CC3)no2)cc1C (configuration not stated)	1	0	6	-2.8	-1	-4	-2	3	1
COc1ccc2oc(=O)c(-c3nc4ccccc4o3)cc2c1	4	6	5	1.1	2	11	3	22	1
CCOc1ccc2nc(SCC(=O)N(C)C3CCS(=O)(=O)C3)[nH]c2c1 (configuration not stated)	-1	2	4	-1.0	-1	0	2	2	1
O=C(NCc1ccco1)/C(=C\c1ccccc1)NC(=O)c1ccccc1	1	3	1	1.4	2	-4	8	2	-1
O=c1[nH]cnc(O)c1C(c1cccc([N+](=O)[O-])c1)c1c(O)nc[nH]c1=O	3	-3	-2	-4.9	0	1	-2	1	-1
CC(C)c1cc(-c2cc(C(=O)Nc3ccccc3)on2)nc(NCC2CC2)n1	/	-4	-4	-4.5	-20	-23	1	-2	-8
CC1(C)CC(=O)C=C(c2ccc(Oc3ccccc3)cc2)C1	3	0	15	/	/	-2	-1	9	13
CC(C)(C)NC(=O)C(c1ccncc1)N(C(=O)Cn1nnc(-c2ccc(F)cc2)n1)c1ccc(F)cc1 (configuration not stated)	-1	16	1	-2.3	5	-9	6	-4	-4
Cc1ccc(-c2nnc(N)o2)cc1	4	4	3	-0.4	2	0	3	-1	2
CCCC1=[N+](CC(=O)c2ccc(C)cc2)CCn2cccc21	-1	-14	6	-0.6	-1	-5	3	82*	-10
CCOC(=O)N1CCN(C(=O)/C(=C/c2cccc3ccccc23)NC(=O)c2ccc(OC)cc2)CC1	2	0	4	0.3	4	1	-1	2	4
COC(=O)c1ccc(Oc2cc(C)nc(SC)n2)cc1	-3	7	-4	1.3	0	-7	11	0	2
CCCNc1c(N)c(=O)c1=O	/	9	-4	-0.8	3	5	6	-2	1
O=C(CCc1nnc(CCCCc2ccccc2)o1)N1CCCC(O)C1 (configuration not stated)	5	0	4	-1.7	7	2	-1	1	0
COC(=O)C1ON2OC(C(=O)OC)C(C(=O)OC)C2C1CC(C)=O (configuration not stated)	-2	-13	0	0.2	1	3	-8	0	-20
COc1ccc(CCC(=O)NNC(=S)NCc2ccc(F)cc2)cc1	8	5	-4	1.6	-4	0	4	0	9
COc1ccc(C(C)=O)cc1CSc1nnc(-c2ccncc2)o1	0	2	-3	3.0	1	0	1	20	-5
O=C(CCS(=O)(=O)c1ccc(Br)cc1)NCCc1ccc(Cl)cc1	25*	-3	8	0.2	-4	-1	0	2	4
C=C(C)C1Cc2c(C)nn(-c3ccccc3)c2C1 (configuration not stated)	2	-1	6	-1.0	1	3	-4	2	-1
O=C(CCNC(=O)c1ccc([N+](=O)[O-])cc1)Nc1cccc(S(=O)(=O)N2CCOCC2)c1	5	-13	0	/	/	5	-8	1	4
Cc1c(NC(=O)C23CC4CC(CC(C4)C2)C3)c(=O)n(-c2ccccc2)n1C	8	6	0	-2.4	6	2	2	-2	4
CCN(CC(=O)NC1CCCCCC1)S(=O)(=O)c1ccccc1	8	0	2	0.1	0	5	4	0	4
CSCCC(NC(=O)c1c(C)oc2c1CCCC2)C(=O)O (configuration not stated)	1	8	-1	1.9	-5	-3	8	4	12
CCOc1cccc(C(=O)NC(=S)Nc2ccc(N3CCN(CC)CC3)cc2)c1	7	9	7	0.0	1	11	3	1	4
O=C(COC(=O)c1cccnc1Cl)c1ccc(Cl)s1	3	/	0	/	/	/	/	2	3
C#CCOCCOCCOCCNc1nc(N2CCN(C(=O)[C@H](CCCCN)n3cc([C@@H](N)CO)nn3)CC2)nc(N2CCN(C(=O)[C@H](Cc3ccc(O)cc3)n3cc([C@@H](N)CC(C)C)nn3)CC2)n1	7	-5	6	1.9	-2	2	-1	0	10
Cn1c(SCc2ccccc2)nnc1-c1ccc(O)cc1	0	-3	-1	0.4	-1	-1	5	4	4
COc1ccc(Nc2ccc(C(N)=O)cc2[N+](=O)[O-])cc1	0	9	4	0.9	-3	-2	6	5	2
CCC(=O)OCn1nnc2ccccc2c1=O	8	2	-1	-1.2	-1	2	3	1	-3
O=C(NCC(F)(F)F)Nc1ccccn1	3	1	1	0.1	4	-15	0	-3	-1
Cc1ccccc1NC(=O)CCS(=O)(=O)c1ccc(Br)s1	8	-2	0	-1.0	2	0	1	1	0
COC(=O)c1cc2ccccc2n1S(=O)(=O)c1ccccc1	-1	-4	4	-0.2	2	5	2	5	1
COc1cccc(C(C(=O)NC2CCCC2)N(CCC(C)C)C(=O)CCC(=O)Nc2cc(C)on2)c1 (configuration not stated)	2	2	-1	0.2	-2	-2	-3	2	2
Oc1ccccc1N1CCN(CC(O)COC2CCCc3ccccc32)CC1 (configuration not stated)	5	3	4	-0.8	1	0	4	1	-1
C=CCN1C=CC=C/C1=C1\SC(=S)N(C)C1=O	/	-12	5	0.7	-3	-4	-8	1	1
CCCC(=O)Nc1ccc(C(=O)NCC(=O)OCC)cc1	2	2	-5	-0.7	1	7	3	3	-9

# (cont.)
compound	PAFAH1B2 inh	MCL1 BIM primary	pPAFAH inh	MEX-5 binding	Fam108B counter	PME-1 inh	BCLXL inh	AHR act	GLD-1 TGE inh
COc1ccc(-n2c(C)n[nH]c2=O)cc1	1	4	2	-1.0	3	4	3	4	0
Cc1cc(-c2cccnc2)c(C#N)c(SCc2cccc(F)c2)n1	1	-12	6	-3.2	-6	-2	-6	19	-1
COc1ccc2nc(SCC(=O)Nc3nonc3C)[nH]c2c1	-1	-5	0	-32*	-5	3	0	3	-2
COc1ccc(C2NC(=O)NC(C)=C2C(=O)OC2CCCCC2)cc1OC (configuration not stated)	11	5	6	0.8	-2	-1	1	1	1
COC(=O)CSc1nc(-c2cccs2)ccc1C#N	4	-6	16	0.7	2	1	-6	10	-29
COc1cccc(-c2nc(CS(=O)(=O)CC(=O)NCCCN3CCN(C)CC3)c(C)o2)c1	4	13	2	-0.5	3	-10	8	-2	6
CCOC(=O)COc1ccc2c(c1)C(=O)CC1(CCCCC1)O2	4	0	8	1.9	-3	8	1	3	0
Cc1nnc(SCc2ccc(F)cc2)n1NC/C=C/c1ccccc1	13	-2	5	3.4	-3	1	2	1	4
Cc1c(NS(=O)(=O)c2ccc3[nH]c(=O)[nH]c3c2)c(=O)n(-c2ccccc2)n1C	-3	7	3	-0.9	0	-2	8	0	0
COC(=O)c1oc2c(c1C)C(=O)CC(C)(C)C2	3	-10	6	1.7	1	1	0	0	3
Cc1ccc(-c2nnn(CC(=O)N(CC(=O)NC3CCCCC3)c3ccc(F)c(Cl)c3)n2)o1	2	4	1	2.3	-7	-2	1	4	8
O=C(COC(=O)c1c2c(nc3ccccc13)/C(=C\c1cccs1)CCC2)Nc1ccccc1Cl	-10	-26	3	1.0	-16	-6	-5	8	-16
CCOc1cccnc1Sc1ccccc1	2	-4	8	-0.2	0	10	0	-1	1
Cc1cnccc1CN(C)Cc1cn(C)nc1-c1ccc(Oc2ccccc2)cc1	2	-3	3	-0.7	0	-2	6	8	1
COc1ccc(Cl)cc1C(=O)NCc1cnn(C)c1C	1	3	-9	-0.8	-1	-4	3	7	3
Cc1ccc(OCCC(=O)OCC(=O)Nc2ccccc2)cc1	4	-4	22	-0.7	-5	4	3	1	7
COc1ccc(S(=O)(=O)N2CCSC2c2ccccc2)cc1 (configuration not stated)	13	0	-2	0.2	2	20	6	-3	0
CC1(C)[C@@H](O)CC[C@]2(C)C3C(O)C=C4[C@H]5C[C@@](C)(CO)CC[C@]5(C)CC[C@]4(C)[C@]3(C)CC[C@@H]12 (some centres not stated)	3	-10	-5	-0.3	-3	-7	-5	2	2
COc1ccc(Cl)cc1C(=O)OCC(=O)N(CC(C)C)c1c(N)n(Cc2ccccc2)c(=O)[nH]c1=O	2	-7	1	-1.3	-3	-6	-2	0	1
